# b-catenin transl: beta-catenin nuclear translocation modulation; HeLa beta-catenin nuclear translocation, immunofluorescence imaging; 0.3% of 190,000 active; nuclear translocation activity, % at 5 µM; AID 1665;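 active means nuclear translocation activity above 50% at 5 µM, with a well cell count of 50 or more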;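 further: per-cell ratio of nuclear to cytoplasmic median beta-catenin stain intensity; plate controls were DMSO negative control for no effect and GSK-3 inhibitor IX positive control for full effect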
#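 Test system: human HeLa cells, endogenous beta-catenin. Times: 24 h compound exposure, 37°C. Measured by: beta-catenin immunofluorescence imaging with DAPI.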
# MT stabilize HCS: stabilizes microtubules in HeLa cells | HeLa tubulin immunostaining HCS, 24 h; share of cells brighter than vehicle mean+2SD | AID 2205 | 0.83% of 200,000 active | % tubulin-high responders, % at 10 µM;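 active means plate Z-score above 3 for both tubulin-high and condensed-nucleus cell shares, with cell loss under 80%, at 10 µM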;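 further: anti alpha tubulin signal scored within the nucleus-defined area of each cell; some results filed as inactive read as strong as hits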
# Insulin prom up: MIN6 insulin promoter up-regulation; z-score at 5 µM; 0.3% of 190,000 active; AID 1625; MIN6 insulin promoter-GFP reporter, high-content imaging; hits give high values;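 active means z-score above 3 at 5 µM with at least 500 cells counted in the well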
# Lipid droplet: hepatic lipid droplet formation modulation; AML12 mouse hepatocytes, oleate lipid droplets, BODIPY imaging; 0.4% of 240,000 active; inhibition, % at 6.5 µM;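 active means lipid droplet intensity inhibited by at least 50%, with more than 500 cells counted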
#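 Test system: AML12 mouse liver cells; schedule: overnight exposure; technique: high-content imaging of BODIPY-stained droplets and DAPI nuclei; read-out: % inhibition of corrected integrated BODIPY droplet signal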
# CSM14.1 death rescue: protection against thapsigargin-triggered cell killing – 384-well, CSM14.1, ATP luminescence, primary screen (AID 1222). CSM14.1 thapsigargin-induced death rescue, ATP luminescence; higher % means a stronger effect. one-dose cellular ATP content (survival), % at 20 µM; EC50 in µM for titrated hits. 190,000 tested, under 10 active;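 active means EC50 below 50 µM in the dose-response confirmation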;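 further: death triggered by thapsigargin at about 15 µM added after 2 h compound pretreatment; cell ATP read after overnight thapsigargin exposure of roughly 18 to 22 hours; normalized against plate controls of thapsigargin alone and 5% DMSO vehicle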
# Autophagy HCS: autophagy modulation, high-content screen | AID 463193 | 0.98% of 190,000 active | calls only at 10 µM (by protocol) | MEF GFP-LC3 puncta imaging; test concentration mostly 10 µM;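 active means percentage of spot-positive cells more than 3 SD above its plate mean, without a fluorescence outlier flag or 80% toxicity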;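 further: spot-positive cell cutoff set from DMSO-treated cells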
# T cell HTS: T cell immune modulation candidate. 2C CD8+ T cell-vesicle binding, flow cytometry; hits give low values. calls only at 7 µM. 0.068% of 330,000 active. AID 2052;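 active means response, share of CD8 T cells binding vesicles, and their 90th percentile fluorescence all below set limits, cut at about 80% in these data, passing the limit was not always enough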
#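 Benchmarks: naked versus QL9-loaded vesicles / Assay system: purified 2C TCR transgenic mouse naive CD8+ T cells / Technique: high-throughput flow cytometry with anti-B7-1 and anti-CD8 staining / Timing: Cell–vesicle co-incubation 1.5 h at 37 °C, staining 20 min on ice / Read-out: percent CD8+ FL2 mean versus row control / Probe or stimulus: QL9-loaded Drosophila micro-vesicles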
# PhoP inhibition: PhoP-dependent GFP reporter repression – Salmonella Typhimurium, primary screen (AID 1863) | inhibition, % at 50 µM; hits with a dose series show IC50 in µM | 0.16% of 300,000 active | S. Typhimurium PhoP-regulated promoter GFP reporter, 4 h; higher % means a stronger effect;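 active means inhibition over 29.93%, a cutoff 3 SD above the screen mean, later confirmed by dose response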;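 further: 0% = low Mg2+ inducing control and 100% = high Mg2+ repressing control; strong numbers were not always called active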
# Dynein cargo inh: dynein cargo transport inhibition; 3617.4 mouse cells, GR-EGFP nuclear translocation imaging; test concentration mostly 20 µM; stimulated with dexamethasone, 1 µM; hits give low values; 0.47% of 220,000 active; z-score, hits read low;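 active means plate z-score of nuclear minus cytoplasmic receptor signal below a set negative limit, without overly bright fluorescence or cell loss, cut at about -3.5 in these data, passing the limit was not always enough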;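 further: z-score of nuclear minus cytoplasmic ring GR-EGFP intensity difference per well; some compounds called inactive have numbers as strong as hits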
#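 Buffer or medium: tetracycline-free induction medium containing charcoal-stripped FBS / Reagent: dexamethasone agonist, 1.0 µM final, for 30 min / Technique: automated 10x imaging of fixed Hoechst-stained cells / Times: induction 48 h, compound 1 h, agonist 30 min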
# Dynein cargo inh cytoplasmic EGFP: also measured in Dynein cargo inh; calls as there; z-score; measured here: cytoplasmic GR-EGFP intensity; hits give high values
# Dynein cargo inh nuclear GR-EGFP: second read-out of Dynein cargo inh, no call of its own (marks repeat the call); z-score; measured here: nuclear GR-EGFP intensity;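 lower value marks the stronger effect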
# Dynein cargo inh cell count: also measured in Dynein cargo inh; calls as there; z-score; measured here: cell count per field
# Insulin prom up cell count: further read-out of Insulin prom up, marked with its call; cell count; measured here: cytotoxicity, nuclei count;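 total cells summed across four imaged fields per well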
# Lipid droplet cells 6.5 µM: second read-out of Lipid droplet, no call of its own (marks repeat the call); cell count; measured here: cell count, cytotoxicity flag;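 cells counted across two imaged fields per well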
# b-catenin transl cell count 5 µM: further read-out of b-catenin transl, marked with its call; cell count; measured here: cell count, cytotoxicity flag
# T cell HTS vesicle-bound %: recorded beside T cell HTS, whose call it bears; double positive events, %; measured here: CD8+ vesicle-bound cell fraction;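 binding gate set so that unloaded-vesicle control wells show 10% double positive cells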
# MT stabilize HCS Hoechst-high %: second read-out of MT stabilize HCS, no call of its own (marks repeat the call); % Hoechst-high responders; measured here: nuclear condensation Hoechst responders;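 share of cells brighter than vehicle mean plus two SD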
# MT stabilize HCS cytotoxicity %: also measured in MT stabilize HCS; calls as there; toxicity, %; measured here: cytotoxicity by cell density;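 0% = mean cell density of plate MIN control wells and 100% = no cells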
# Autophagy HCS cell loss 18 h: recorded beside Autophagy HCS, whose call it bears; toxicity, %; measured here: cell loss, nuclei count;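 cell loss after 18 h compound exposure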
# The depositor's hits bear a star; i = inactive; . = not tested or not shown. This is a random part of the collection; any-hit rate near 3%.
SMILES,b-catenin transl,b-catenin transl cell count 5 µM,MT stabilize HCS,MT stabilize HCS Hoechst-high %,MT stabilize HCS cytotoxicity %,Insulin prom up,Insulin prom up cell count,Lipid droplet,Lipid droplet cells 6.5 µM,CSM14.1 death rescue,Autophagy HCS,Autophagy HCS cell loss 18 h,T cell HTS,T cell HTS vesicle-bound %,PhoP inhibition,Dynein cargo inh,Dynein cargo inh cytoplasmic EGFP,Dynein cargo inh nuclear GR-EGFP,Dynein cargo inh cell count
O=C(NC1CCCCC1)c1ccc2c(=O)n(CC3CCCO3)c(=O)[nH]c2c1 (stereo unspecified),-3.3,888,2.2,2.3,3.5,0.27,1487,.,.,-1.1%,i,-11,i,12,-14%,-0.49,-0.23,-0.13,0.58
CCN1C(=O)C(=O)N(CC(=O)Nc2ccccc2Oc2ccccc2)C1=O,1.3,1003,2.2,2.5,5.1,-0.47,1229,1,716,-0.8%,i,-5,i,36,2%,-1,-0.12,-0.77,0.85
Cc1ccc(NC(=O)c2nsc(Cl)c2Cl)cc1,-2.5,1119,.,.,.,-0.23,1506,21,755,.,.,.,i,16,5%,0.95,-0.18,0.64,-0.024
Oc1ccc2cc(Br)ccc2c1CN1CCCC1,1.8,1017,5.7,2.5,7.8,-0.43,1311,-3,641,-3.4%,i,-15,i,28,-5%,0.51,-0.06,-0.072,-0.5
Cn1c(SCC(=O)NCC2CCCO2)nnc1-c1cccc(NC(=O)c2ccccc2F)c1 (stereo unspecified),0.9,890,5.9,2.7,6.7,-1.1,1572,50,644,-0.1%,i,5,i,54,-2%,2.9,-0.19,2.7,-3
CN(C)S(=O)(=O)c1ccc(C(=O)N2CCC(c3nc4ccccc4o3)CC2)cc1,0.3,907,2.9,3.5,16,0.04,1810,-1,732,-3.3%,i,3,i,21,12%,-0.48,-0.13,0.43,-0.87
S=C(c1cn(Cc2ccc(Br)cc2)c2ccccc12)N1CCOCC1,0.1,1023,4.9,3.1,4.7,-0.75,1358,-23,592,0.4%,i,8,i,63,11%,1.1,-0.23,0.36,-0.56
COc1ccc(NC(=O)NCCCN2CCN(c3ccccc3F)CC2)cc1,-0.5,1279,.,.,.,0.93,1138,0,651,.,.,.,i,38,-6%,0.39,-0.037,0.86,-1.7
Cc1cc(C)c2c(n1)SCC(=O)N2CC(=O)NCCC1=CCCCC1,-2.1,1104,2.8,2.9,5.9,-0.79,1829,-3,647,-1.0%,i,-13,i,41,7%,-0.74,-0.23,-0.068,0.46
NC(=O)CSc1nnc(-c2ccc([N+](=O)[O-])cc2)o1,2.9,1077,3.7,2.8,6.0,-0.02,1351,8,702,-0.7%,i,13,i,30,6%,0.63,-0.32,-0.23,0.39
N#Cc1c(-c2cccs2)nc(SCC(=O)c2cccs2)[nH]c1=O,-1.4,1413,2.3,2.0,6.7,-0.57,1560,.,.,-0.4%,i,23,i,19,-7%,1.2,-0.19,1.3,-0.94
CCOc1ccc(NS(=O)(=O)CC23CCC(CC2=O)C3(C)C)cc1 (stereo unspecified),1.4,1018,2.2,1.1,8.1,0.07,874,0,704,-0.7%,i,3,i,38,-4%,0.79,-0.06,0.89,-1.6
COc1ccccc1CNC(=O)c1ccccc1N(C)S(C)(=O)=O,-6.6,1202,2.3,1.6,9.9,-1,1028,9,752,-1.3%,i,-4,i,14,4%,-0.11,-0.34,0.051,0.29
COc1ccc(CNC(=O)c2ccc[nH]2)cc1Cl,0.0,1471,6.0,1.3,1.9,0.18,1400,-1,734,-0.7%,i,8,i,15,5%,-1.2,-0.32,-0.52,0.83
O=C(COC(=O)c1sc2cc(F)ccc2c1Cl)Nc1ncc(Cl)cc1Cl,-1.5,1193,3.3,2.4,10,0.3,1454,-2,697,-0.9%,i,19,i,30,1%,-0.88,-0.27,-0.43,0.57
Cn1c(=O)c2cc(S(=O)(=O)NCCC(=O)Nc3ccc(Cl)cc3)ccc2n(C)c1=O,.,.,2.5,2.9,21,.,.,.,.,-2.0%,i,-23,.,.,1%,1,-0.15,0.64,-0.37
COc1ccc(NC(=O)CN(C)CC(=O)Nc2ccc(N3CCOCC3)cc2)c([N+](=O)[O-])c1,-1.9,1104,1.9,1.6,4.9,-0.42,1156,23,715,-0.6%,i,5,i,49,-3%,0.51,-0.32,-0.063,1.2
COc1ccc2nc(N3C(=O)CNC3=S)sc2c1,0.9,1305,.,.,.,.,.,-14,700,.,.,.,i,18,-5%,-0.46,-0.22,-0.15,0.15
O=C(OC1CSc2nc3ccccc3n2C1)c1ccco1 (stereo unspecified),-6.3,1034,4.6,2.2,5.0,-0.13,1295,.,.,-1.0%,i,15,i,41,5%,0.53,-0.19,0.56,0.092
CCOC(=O)CNC(=O)c1ccc2[nH]c3c(c2c1)CCCC3,-3.1,1005,3.2,3.0,5.3,-0.59,1094,.,.,0.5%,i,-4,i,32,2%,0.39,-0.29,0.36,0.51

# Next section, starting with the last 2 of the part before.
SMILES,b-catenin transl,b-catenin transl cell count 5 µM,MT stabilize HCS,MT stabilize HCS Hoechst-high %,MT stabilize HCS cytotoxicity %,Insulin prom up,Insulin prom up cell count,Lipid droplet,Lipid droplet cells 6.5 µM,CSM14.1 death rescue,Autophagy HCS,Autophagy HCS cell loss 18 h,T cell HTS,T cell HTS vesicle-bound %,PhoP inhibition,Dynein cargo inh,Dynein cargo inh cytoplasmic EGFP,Dynein cargo inh nuclear GR-EGFP,Dynein cargo inh cell count
O=C(OC1CSc2nc3ccccc3n2C1)c1ccco1 (stereo unspecified),-6.3,1034,4.6,2.2,5.0,-0.13,1295,.,.,-1.0%,i,15,i,41,5%,0.53,-0.19,0.56,0.092
CCOC(=O)CNC(=O)c1ccc2[nH]c3c(c2c1)CCCC3,-3.1,1005,3.2,3.0,5.3,-0.59,1094,.,.,0.5%,i,-4,i,32,2%,0.39,-0.29,0.36,0.51
CCOC(=O)c1sc(-c2ccccc2)cc1N,0.8,1025,5.1,2.0,2.4,1.3,1089,7,713,.,i,5,i,57,1%,1.1,-0.2,0.47,-1.6
CCCCC(=O)NC(NC(=O)CCCC)c1ccc(OCCC)c(OC)c1,.,.,2.3,1.9,5.9,-0.39,1258,-25,565,0.0%,i,14,i,45,8%,-0.5,-0.28,-0.47,0.27
Cc1nnc2ccc(-c3cccc(NC(=O)c4ccco4)c3)nn12,.,.,2.4,2.2,2.4,0.1,1107,2,721,0.2%,i,-4,i,39,4%,0.37,-0.22,0.26,-0.33
Cc1sc2c(c1C)c(=O)n(-c1ccc(F)cc1)c(=O)n2CC(=O)NCc1ccco1,.,.,4.2,2.0,2.8,.,.,.,.,-0.5%,i,6,.,.,6%,0.29,-0.19,-0.0028,-0.29
Oc1ccc(-c2nnc(Nc3ccccc3)c3ccccc23)cc1,-2.0,1291,.,.,.,-0.1,1041,2,703,.,.,.,i,46,6%,1.3,-0.26,1.4,-0.27
Cc1ccc[n+](Cc2ccc([N+](=O)[O-])cc2)c1,-0.8,1053,2.2,2.2,6.2,-0.36,1532,-2,761,-0.6%,i,0,i,30,1%,0.096,-0.058,0.34,-0.6
O=C(CCN1C(=O)c2cccc3cccc(c23)C1=O)NCc1cccnc1,-2.4,1024,3.3,2.0,7.5,0.72,1509,6,715,-1.6%,i,4,i,57,3%,-0.43,-0.38,-0.39,-0.049
CCOc1ccc(CCNC(=O)c2cccnc2N2CCCC2)cc1OCC,-2.0,558,3.5,1.5,4.3,.,.,-29,743,-1.3%,i,22,i,57,-16%,1,-0.25,0.44,0.29
COc1ccc([N+](=O)[O-])cc1NC(=S)NC(NC(C)=O)C(Cl)(Cl)Cl (stereo unspecified),-0.3,1297,.,.,.,-0.13,1156,10,720,.,.,.,i,67,-15%,0.32,-0.23,0.3,-0.15
Cc1ccc(-c2nn3c(C)nnc3s2)cc1NCc1c(F)cccc1Cl,19,374,12,6.9,2.3,-4.8,1175,-3,744,-0.7%,i,10,i,33,-6%,-0.65,-0.26,-0.065,0.0061
CC(NC(=O)c1cccc(S(=O)(=O)N(C)C)c1)c1nc2ccccc2[nH]1 (stereo unspecified),-2.4,920,16,1.0,13,0.66,1683,-8,658,-0.6%,i,6,i,47,6%,0.89,-0.19,0.056,-0.47
O=C(Cc1c(O)c2ccccc2[nH]c1=O)NCc1ccc(F)cc1,-1.1,1081,1.4,2.0,25,-0.15,1120,19,638,.,i,-4,i,4,-5%,-0.34,-0.31,-0.27,1.1
C=CCNC(=O)COC(=O)c1cccnc1Nc1ccccc1F,0.6,1036,2.3,2.7,7.0,0.29,1246,15,692,.,i,0,i,38,-8%,0.29,-0.3,0.055,0.29
COC(=O)c1ccc(CN(c2ccccn2)S(=O)(=O)c2ccccc2)cc1,-1.1,1305,3.8,1.7,4.3,0.3,1393,.,.,-0.9%,i,2,i,25,4%,1.8,-0.16,0.35,-0.56
CC(NC(=O)C(=O)NCCCn1ccnc1)c1ccccc1 (stereo unspecified),-2.0,1032,3.5,2.0,3.3,-0.48,1435,2,665,-0.8%,i,-8,i,37,-6%,-0.38,-0.31,0.035,0.36
CSc1nnc(C)c(=O)n1COC(=O)c1ccc(S(=O)(=O)N2CCCC2)cc1,-0.5,1021,3.2,2.3,5.1,0.48,1495,0,739,11%,i,-14,i,44,-14%,-0.41,-0.2,-0.34,-0.2
